TrxR1 substrate – is turned over as a substrate by rat TrxR1 | O89049 | purified TrxR1 substrate turnover, NADPH consumption readout | Potency, µM (top dose mostly 114 µM), for the others: at the highest dose activity change, negative = substrate turnover | actives 0.01% (n = 390,000) | AID 588456; further: potency means the concentration at half of the fitted maximal effect; on the % scale 0 is the no-effect control and ±100 the full control effect; nearly all actives have a fitted effect of over 50% in size
Target sequence (O89049 whole entry, looked up): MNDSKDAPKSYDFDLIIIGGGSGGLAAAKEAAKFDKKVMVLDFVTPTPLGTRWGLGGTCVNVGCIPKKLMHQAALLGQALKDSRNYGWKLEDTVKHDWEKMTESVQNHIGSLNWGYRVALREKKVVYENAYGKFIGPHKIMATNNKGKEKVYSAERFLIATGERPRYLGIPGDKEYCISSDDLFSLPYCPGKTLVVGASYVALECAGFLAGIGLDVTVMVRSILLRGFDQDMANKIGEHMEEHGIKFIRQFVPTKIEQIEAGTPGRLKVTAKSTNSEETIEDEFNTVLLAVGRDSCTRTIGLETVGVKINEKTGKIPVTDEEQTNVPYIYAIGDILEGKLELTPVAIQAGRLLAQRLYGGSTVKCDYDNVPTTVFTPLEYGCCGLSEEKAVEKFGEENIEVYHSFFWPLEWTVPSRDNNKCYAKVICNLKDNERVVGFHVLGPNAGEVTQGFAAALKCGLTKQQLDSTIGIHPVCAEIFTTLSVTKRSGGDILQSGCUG
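Rat TrxR1, dispensed at 90 nM, was prereduced with 400 uM NADPH (final) for 5 min at ~22 deg C, then incubated with compound 15 min before 400 uM selenite. A first-read NADPH fluorescence drop versus no-compound background flagged substrates.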
Vif-APOBEC3G blk – Vif-A3G binding inhibition. HeLa A3G-eYFP + Vif (tagged APOBEC3G with the HIV-1 protein that degrades it), YFP fluorescence, overnight. actives 0.076% (n = 410,000). Q9HC16. AID 602310. Potency, µM (highest dose often 46.1 µM), for the others: top-dose activity, negative = active, hits mostly inhibitors;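 further: potency means the concentration at half of the fitted maximal effect; on the % scale 0 is the no-effect control and ±100 the full control effect; nearly all actives have a fitted effect of over 60% in size; hits raise eYFP signal because A3G escapes Vif-driven loss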
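Read-out is eYFP fluorescence (Ex 488/Em 500-530) from Vif-expressing HeLa A3G-eYFP cells; more signal means A3G escaped Vif-mediated degradation. Cells plated overnight, compound pinned in, incubated overnight at 37 deg C.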
mIDH1 inhibitor – blocks human mutant IDH1 R132H enzyme | O75874 | IDH1-R132H enzyme, NADPH consumption, diaphorase/resazurin fluorescence | Potency, µM (titrated, usually from 76.6 µM), for inactives: at the top dose activity change, negative = inhibition, most hits filed as inhibitors | actives 0.093% (n = 390,000); further: potency means the concentration at half of the fitted maximal effect; on the % scale 0 is the no-effect control and ±100 the full control effect; nearly all actives have a fitted effect of over 65% in size
Target sequence (O75874 whole entry R132H, stated change not applied): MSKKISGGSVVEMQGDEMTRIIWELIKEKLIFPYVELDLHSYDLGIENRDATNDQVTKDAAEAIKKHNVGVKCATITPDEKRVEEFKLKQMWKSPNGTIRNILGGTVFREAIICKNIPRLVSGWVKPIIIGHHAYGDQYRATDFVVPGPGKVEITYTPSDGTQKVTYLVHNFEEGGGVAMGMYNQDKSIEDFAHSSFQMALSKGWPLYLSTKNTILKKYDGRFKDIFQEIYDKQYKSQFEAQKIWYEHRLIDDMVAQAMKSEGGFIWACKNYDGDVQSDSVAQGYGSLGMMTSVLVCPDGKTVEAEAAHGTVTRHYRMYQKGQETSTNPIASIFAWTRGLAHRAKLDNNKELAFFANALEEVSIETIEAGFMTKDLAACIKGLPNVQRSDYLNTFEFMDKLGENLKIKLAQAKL
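IDH1-R132H (0.5 ug/mL) preincubated 30 min with compound, then NADPH (0.016 mM) and alpha-KG (2 mM) added; 80 min at RT, pH 7.5. Remaining NADPH coupled via diaphorase/resazurin to fluorescence (540/590 nm); concentration-response curves normalized to no-enzyme control.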
RXFP1 agonist – agonists of human relaxin receptor RXFP1 | HEK293T-RXFP1 cAMP TR-FRET, 30 min; response scale: percent of porcine relaxin response, buffer zero | actives 0.3% (n = 370,000) | AID 2676 | Q9HBX9 | Potency, µM (highest dose often 57.5 µM), without a hit: at the highest dose activation, usual class: activators; further: potency means the concentration at half of the fitted maximal effect; on the % scale 0 is the no-effect control and ±100 the full control effect; nearly all actives have a fitted effect of over 60% in size; many of its hits are not listed in these tables
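Agonist response is measured as cAMP accumulation in an RXFP1-transfected HEK293T line under PDE4 inhibition. Values are scaled between buffer-only and 29 nM porcine relaxin, and EC50s come from standard Hill equation fits.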
USP1 inh – inhibitors of human USP1/UAF1 deubiquitinase | AID 743255 | actives 0.23% (n = 390,000) | Potency, µM (titrated, usually from 57.1 µM), inactives show at the highest dose activity change, negative = inhibition, actives largely listed as inhibitors | recombinant USP1/UAF1, Ub-Rhodamine cleavage fluorescence | O94782; further: potency means the concentration at half of the fitted maximal effect; on the % scale 0 is the no-effect control and ±100 the full control effect; nearly all actives have a fitted effect of over 60% in size; inactives centre near -12
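Step one: compound is pinned into 1nM USP1/UAF1 in HEPES pH 7.8 buffer with TCEP. Step two: 15 min room-temperature incubation. Step three: Ub-Rho (150nM final) starts cleavage, tracked by fluorescence over six one-minute reads.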
Vif-A3F inh – Vif-A3F binding inhibition; AID 602313; actives 0.2% (n = 390,000); Potency, µM (series often up to 46.1 µM), for inactives: at the highest dose activity, negative = active; HeLa A3F-eYFP + Vif (tagged APOBEC3F with the HIV-1 protein that degrades it), YFP fluorescence increase; further: potency means the concentration at half of the fitted maximal effect; % of control where 0% means no effect; nearly all actives have a fitted effect of over 65% in size
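Fluorescence increase (Ex 488/Em 500-530) after overnight compound treatment at 37 deg C flags inhibition of Vif-driven A3F-eYFP loss in stable HeLa A3F-eYFP/Vif cells seeded overnight beforehand.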
LDHA inh – LDHA (human) enzyme inhibition; actives 0.15% (n = 480,000); AID 1347041; activity change, % (values are at about 110 or 230 µM); purified LDHA, NADH/diaphorase-resazurin fluorescence; active compounds read low; P00338; in the data active means activity change below about -30%; inconclusive means mostly about -25% to -30%;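 further: plate controls were DMSO wells for no effect and wells without enzyme for full effect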
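Human LDH5 at 2 nM final in Tris HCl pH 7.4 with 0.06 mM NADH and 0.2 mM pyruvate, reacted 5 minutes at room temperature. Remaining NADH coupled via diaphorase/resazurin; resorufin fluorescence read at 0 and 20 minutes, normalized to enzyme-free and DMSO wells.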
PI4K2A inh – blocks human PI4K2A kinase activity. Q9BTU6. purified PI4K2A, ADP-Glo luminescence, 1 h; active compounds read low. activity change, negative = inhibition, % at 76.9 µM. actives 0.13% (n = 420,000); in the data active means activity change below about -50%; inconclusive means mostly about -30% to -49%;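 further: -100% = wells without enzyme as full effect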
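ADP-Glo luminescence measured ADP generated by PI4K2A enzyme (4 ug/mL before mixing) with 1.2 mM PI substrate (pre-mix) and 300 microM ATP (pre-mix). Tris pH7.5 buffer with MgCl2, Triton X-100; 1 h reaction at ambient temperature.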
GRP78 ERSR act – induces the endoplasmic reticulum stress response in human glioma cells. Potency, µM, for the others: top-dose activation, hits mostly activators. AID 602332. actives 0.02% (n = 420,000). U87-MG GRP78 promoter luciferase reporter, 16 h; further: potency means the concentration at half of the fitted maximal effect; series mostly up to about 76 µM; % of control where 0% means no effect; nearly all actives have a fitted effect of over 35% in size
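ERSR induction read as luciferase luminescence (Bright-Glo, 10 min at room temperature) in stably transfected human U87-MG glioma cells exposed to compounds for 16 h, using GRP78 as sensor.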
Numbers without * were called inactive; ? = inconclusive; nt = not tested or not shown; & = joins results of further samples; [ ] = dose if it differs, or a comment. Unless noted, the call rests on the fitted dose curve; in most records, active means well fitted curve in the direction sought with a large enough effect; inconclusive means small, poorly fitted or top-dose-only effect, or another doubt; inactive means no such curve, though single readings can be large; an effect the other way counts as inactive or inconclusive.

Compound,USP1 inh,LDHA inh,TrxR1 substrate,mIDH1 inhibitor,RXFP1 agonist,Vif-A3F inh,Vif-APOBEC3G blk,PI4K2A inh,GRP78 ERSR act
CCOC(=O)c1c(C)[nH]c(C(=O)COC(=O)c2ccc([N+](=O)[O-])o2)c1C,-22.0%,-2.5,6.1%[57.1 µM],5.3%,nt,-11.9%,-4.5%,-0.5,-4.7%
Cc1cc(C(=O)O)sc1C,-13.2%,-1.2,1.2%,3.4%,2.5%,-4.8%,0.6%,-2.6,-3.3%
COc1cc(N2C(=O)C=CC2=O)ccc1N1C(=O)C=CC1=O,-15.2%,-6.7,0.7%[11.4 µM],2.3%,nt,4.4%,-14.7%,-16.8,-14.0%
COc1ccc(-c2c(-c3ccc4c(c3)OCO4)noc2C)cn1,-15.0%,-4.0,0.3%[57.1 µM],2.1%,-0.8%,-2.2%,-25.3%&-10.2%,-3.2,4.5%&0.8%
C=CCn1c(=O)c2ccccc2n2c(=S)[nH]nc12,-15.1%,-2.9,-0.7%,4.9%,2.1%,12.9%,-1.2%,9.3,1.0%
Cc1ccc(OCn2c(=O)sc3ccccc32)cc1,-8.4%,1.1,5.7%,-6.2%,0.3%,-4.2%,1.6%,-5.1,5.7%
O=C(Nc1ccccc1Cl)C1CCCN1C(=O)OCc1ccccc1 (stereo not drawn),-5.1%,-0.1,8.9%,2.4%,1.9%,7.5%,-10.8%,-4.5,-2.9%
CCOC(=O)c1cc(-c2ccccc2)nn1CC1CC(c2ccc(OC)cc2)=NO1 (stereo not drawn),15.8%,0.8,-5.6%,9.5%,nt,-7.5%,0.2%,-3.6,-3.0%
Cc1nc2c(cc1C(=O)N/N=C/c1ccc([N+](=O)[O-])cc1)c(=O)n(C)c(=O)n2C,-16.5%,0.7,-5.1%,11.6%,0.9%,2.9%,-0.2%,-2.0,-4.9%
Cc1cccc(-c2noc(-c3ccc(N4CCOCC4)c([N+](=O)[O-])c3)n2)c1,-25.1%,-1.8,-1.8%,7.3%,4.8%,6.0%,1.7%,3.1,-6.3%
Cc1cc(-c2ccccc2)nc(N(C)N)c1S(C)(=O)=O,-24.7%,-3.1,-2.4%,-7.5%,1.7%,-11.7%,-1.5%,6.6,-3.3%
O=C(Nc1ccccc1N1CCOCC1)c1ccc(Cl)c(S(=O)(=O)N2CCCC2)c1,-26.3%,-8.0,4.0%,4.7%,1.5%,-17.0%,2.7%,-3.9,-3.4%
CCN1CCN(c2nc3c(C)cccn3c(=O)c2C=C(C#N)C#N)CC1,-14.2%,-1.0,1.3%,5.4%,?,1.5%,2.3%,0.4,2.4%
CSc1ccc(S(=O)(=O)NCC(=O)OCC(=O)NCc2ccco2)cc1[N+](=O)[O-],-16.1%,-4.0,-0.8%,-1.0%,0.1%,4.1%,0.6%,3.2,1.4%
C#CCOCCOCCOCCNc1nc(N2CCN(C(=O)[C@H](CCCCN)n3cc(CCCC)nn3)CC2)nc(N2CCN(C(=O)[C@H](CCCCN)n3cc(CCC(=O)O)nn3)CC2)n1,-7.3%,-2.1,7.9%[57.1 µM],12.3%,2.7%,-2.9%,3.5%,-7.7,-3.4%
CC1=C(C(=O)N2CCOCC2)CC(CC(=O)NCCc2ccccn2)C(=O)N1Cc1ccc(F)cc1 (stereo not drawn),-25.0%,0.3,nt,-2.1%,nt,-2.7%,-2.8%,-1.8,-1.0%
CN(c1cccc(NC(=O)CN(c2cccc(F)c2)S(C)(=O)=O)c1)S(C)(=O)=O,-4.9%,-4.9,-4.3%,-1.8%,0.1%,-6.4%,1.2%,-5.5,-2.2%
CC(C)N(C(=O)CSc1ccc(S(=O)(=O)N2CCCCC2)cn1)C(C)C,-21.5%,-2.4,0.5%,3.9%,1.5%,-1.0%,1.9%,-0.4,-2.1%
O=C(CN(C1CCCCC1)C1CCCCC1)N1CCc2ccccc2C1,-15.6%,-13.6,-9.3%,-7.9%,5.7%,?,0.5%,10.5,-9.0%
Cc1cccc(-c2nnc(SCc3cc(=O)[nH]c4ccccc34)n2C)c1,-11.3%,-8.7,-3.6%,-2.7%,0.1%,-1.5%,-0.1%,2.9,2.2%
CC1(c2nnc(-c3ccncc3)o2)CC(c2ccc(Cl)cc2)=NO1 (stereo not drawn),-10.7%,-0.6,7.2%[57.1 µM],-0.7%,nt,8.8%,-6.5%,4.4,-4.3%
COc1ccc(S(=O)(=O)c2nnn(-c3ccccc3F)c2C)cc1,-6.0%,-3.3,-7.1%,25.1%,-1.7%,-5.2%,5.1%,0.3,-1.5%
N#Cc1cc(NC2CCCC2)c([N+](=O)[O-])cc1C#N,?,-3.0,-8.5%,-3.9%,-1.6%,-9.5%,-0.7%,3.5,-1.2%
O=S(=O)(Nc1ccc2c(c1)nc1n2CCOC1)c1ccccc1,-26.8%,0.4,4.9%,10.2%,0.6%,0.8%,-4.5%,-6.7,-0.5%
COc1ccccc1CNC(=O)Cn1ncn2c(cc3sccc32)c1=O,-18.4%,-7.6,2.5%,-12.6%,28.8%,-13.2%,-17.0%,0.0,-1.9%
Cc1cc(C(F)(F)F)n(-c2nc(C(=O)NNS(=O)(=O)c3ccccc3[N+](=O)[O-])cs2)n1,-21.8%,-6.1,3.4%[57.1 µM],-8.9%,-1.1%,-3.4%,-13.1%,4.2,?
CCCCc1c(O)nc(SCC(=O)N2CCCCCC2)[nH]c1=O,4.2%,-5.3,1.1%,-7.0%,-2.9%,3.0%,-0.4%,-6.0,-2.0%
CCOC(=O)c1ccc(CN(Cc2ccc(C)cc2)S(=O)(=O)c2ccc(F)c(C(=O)Nc3ccc(C)c(F)c3)c2)cc1,-1.2%,-4.1,3.9%[57.1 µM],-12.1%,2.5%,-6.7%,2.3%,-0.6,-1.3%
CC1CCN(C(=O)CN(Cc2ccccc2)S(C)(=O)=O)CC1,-24.8%,-7.1,1.6%,1.9%,0.0%,0.8%,-1.7%,-1.7,-2.8%
O=C(COC(=O)[C@@H]1CCCN1C(=O)c1cccs1)Nc1ccc(F)cc1[N+](=O)[O-],-15.8%,-6.7,8.9%[57.1 µM],3.0%,1.6%,-11.5%,0.9%,2.8,-2.2%
C=CCNc1nnc(Cl)c2ccccc12,-7.6%,-1.3,6.8%,7.1%,28.0%,3.8%,-2.5%,4.0,-5.0%
Cc1sc2nc(SCc3nnc(-c4cccs4)o3)n(C3CCCC3)c(=O)c2c1C,-19.2%,-7.0,-5.2%,1.5%,4.4%,-0.1%,1.1%,2.5,2.9%
COC(=O)c1cccc(NC(=O)C23CC4CC(C2)CC(n2cncn2)(C4)C3)c1,-4.9%,-7.0,-4.0%,1.6%,1.1%,-3.8%,-1.1%,2.9,-2.2%
CSc1cc(C)nc(N(C)C(C)=O)n1,1.1%,-7.5,15.1%[57.1 µM],3.6%,0.5%,-15.7%,0.1%,-2.8,-5.0%
CCCn1c(COc2ccccc2OC)nc2ccccc21,-20.3%,-2.5,1.2%,8.1%,0.6%,-0.3%,-5.2%,1.3,2.7%
C/C(=N\Nc1nc(C)cc(-c2ccccc2)n1)c1cccc(N)c1,-11.3%,2.4,-11.8%,9.7%,-0.3%,3.7%,2.8%,-2.4,4.2%
CCCn1c(C(O)c2ccc3c(c2)OCO3)nc2ccccc21 (stereo not drawn),-17.4%,-2.0,7.0%,3.0%,0.2%,-1.5%,0.4%,-3.1,-3.3%
CCc1c(O)nc(SCC(=O)N(CC)CC)[nH]c1=O,-10.7%,-1.0,3.5%[57.1 µM],0.6%,0.5%,5.2%,-2.0%,2.3,-3.2%
CCOc1ccc(/C=N/NC(=O)CSc2ccccn2)cc1O,-13.9%,2.0,-4.8%,-2.6%,0.1%,-7.0%,-0.2%,2.3,-1.1%
Cc1ccc(C)c(-n2nnnc2Sc2nc([N+](=O)[O-])nn2C)c1,-17.3%,24.5,-7.3%,10.6%,-1.5%,0.6%,1.4%,-0.7,2.5%
COc1cccc(N(C(C)=O)c2nc(C)cc(C)c2C#N)c1,-8.9%,-3.2,-6.8%,2.8%,-0.2%,2.0%,0.4%,-3.3,-0.9%
Cc1c(NC(=O)C2CCCCC2)cc(C(=O)N2CCOCC2)cc1[N+](=O)[O-],-18.8%,-2.2,-2.5%,-0.6%,0.9%,15.3%,-3.9%,4.3,-3.7%
CCC(CC)NC(=O)CON=C1c2ccccc2-c2ccccc21,-1.8%,-6.4,-6.4%,2.1%,0.4%,-19.2%,-0.1%,6.3,0.1%
Cc1ccc(NC(=O)C2CCN(C(=O)N3CCOc4ccccc43)CC2)cc1,-5.8%,-2.9,4.0%[57.1 µM],-7.3%,2.4%,3.8%,-0.9%,-0.1,-4.6%
Cc1ccc(S(=O)(=O)N2CCN(C(=O)C3Cc4ccccc4CN3C(=O)c3ccco3)CC2)cc1 (stereo not drawn),-11.4%,-9.3,5.7%[57.1 µM],-11.6%,-2.2%,-7.7%,0.5%,4.2,-2.4%

These rows are one share of the data (hit frequency here may not be typical).
